From PubChem
Casp6 inh: blocks human caspase-6 cleavage activity. AID 686996. hit rate 0.53% among 350,000. purified caspase-6, Z-VEID-R110 cleavage fluorescence. P55212. inhibition, % at 12.5 µM;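 active = mean inhibition across replicates at least about 35%, with every replicate also reaching that limit, limit read from the data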;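 note: 0% = median of neutral control wells and 100% = no fluorescence left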
Target sequence (P55212 24-179 limits assumed): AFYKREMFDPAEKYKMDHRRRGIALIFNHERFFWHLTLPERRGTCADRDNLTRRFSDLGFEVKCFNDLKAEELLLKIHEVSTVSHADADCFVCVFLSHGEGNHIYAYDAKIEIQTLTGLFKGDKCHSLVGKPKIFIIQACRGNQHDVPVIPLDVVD
Target sequence (P55212 194-293 limits assumed): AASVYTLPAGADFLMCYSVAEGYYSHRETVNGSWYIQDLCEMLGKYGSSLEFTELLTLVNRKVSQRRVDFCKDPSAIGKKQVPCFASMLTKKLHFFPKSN
C2C12 statin: suppressors of simvastatin-induced myotoxicity in C2C12 myotubes; hit rate 0.78% among 330,000; AID 602340; rescue of ATP level, % at 7.49 µM; ATP luminescence, 48 h; scaled: DMSO 0, geranylgeraniol control 100;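 active = mean ATP rescue above about 67%, or every replicate alone reaching that limit, limit read from the data, passing the limit was not always enough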;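 note: myotubes were challenged with 10 µM simvastatin during compound exposure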
LGR2 antag: blocks bursicon-induced cAMP signaling via Drosophila LGR2 | HEK293 LGR2, CRE-luciferase, bursicon-stimulated, 4 h | hit rate 0.35% among 380,000 | inhibition, % at 9.99 µM;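 active = drop in luminescence signal, shown as inhibition above about 50% in the replicate tests, limit read from the data, passing the limit was not always enough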;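 note: agonist challenge used bursicon conditioned medium at about half maximal strength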
SIRT5 inh: inhibitors of human sirtuin-5 desuccinylase. Q9NXA8. hit rate 1.1% among 330,000. AID 652115. inhibition, % at 15 µM. Purified SirT5, succinyl-peptide AMC, trypsin-coupled fluorescence; in the data active = inhibition above about 15%
Target sequence (Q9NXA8 whole entry, looked up): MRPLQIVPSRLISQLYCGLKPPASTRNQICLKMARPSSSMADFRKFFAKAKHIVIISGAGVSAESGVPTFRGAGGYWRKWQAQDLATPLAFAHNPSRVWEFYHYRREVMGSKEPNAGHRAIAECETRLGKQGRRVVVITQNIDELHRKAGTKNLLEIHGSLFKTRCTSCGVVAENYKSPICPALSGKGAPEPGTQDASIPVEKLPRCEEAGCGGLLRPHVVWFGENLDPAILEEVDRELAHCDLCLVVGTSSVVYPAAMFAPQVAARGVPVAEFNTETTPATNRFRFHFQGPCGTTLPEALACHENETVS
esBAF inh: blocks esBAF chromatin remodeling in mouse ES cells | Bmi1-luciferase knock-in reporter, 24 h; 100% = twice the neutral-well signal | reporter increase, % at 12.5 µM | hit rate 2% among 350,000; in the data active = activation above about 40%;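 note: 0% = median of the plate's neutral control wells and 100% = double that signal; a rise in the Bmi1 reporter signal indicates esBAF inhibition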
FN deposit inh: fibronectin deposition inhibition | AH1F fibroblasts, Alexa488-fibronectin deposition fluorescence, overnight | inhibition, % at 12.6 µM | hit rate 0.086% among 350,000 | AID 743247;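 active = mean inhibition across replicates of 30% or more, regardless of how many single replicates reach that level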;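 note: positive control wells lacked labelled fibronectin entirely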
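Material – AH1F fibroblast monolayer, labelled fibronectin deposition · Reagent – labelled fibronectin 24 nM · Timing – 1 h adhesion, overnight exposure · Measured by – fluorescence at 485 nm excitation, 525 nm emission · Read-out – inhibition of fibronectin deposition signal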
S100A4 inh HTS: blocks human S100A4 binding to myosin IIA peptide. P26447. S100A4/TAMRA-MyoIIA peptide fluorescence polarization. inhibition, % at 10.7 µM. hit rate 0.14% among 360,000;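 active = mean inhibition of at least 70% across replicates, with every replicate also reaching that level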
Target sequence (P26447 whole entry, looked up): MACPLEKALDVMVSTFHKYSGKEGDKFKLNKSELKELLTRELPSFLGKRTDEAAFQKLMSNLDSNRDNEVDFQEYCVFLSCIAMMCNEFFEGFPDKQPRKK
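System – human S100A4 monomer protein, biochemical binding assay · Buffer or medium – Calcium-containing HEPES buffer, pH 7.2 · Timing – 5 min between mix addition and reading · Also added – TAMRA-labelled myosin IIA heavy-chain peptide probe, 5 nM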
* marks the source's active call; other numbers are inactive results; nt = no result given; & = joins results of further samples. A portion of the library; the hit share may differ from the screen's.

SMILES	Casp6 inh	C2C12 statin	LGR2 antag	SIRT5 inh	esBAF inh	FN deposit inh	S100A4 inh HTS
CCC(=O)NC[C@H]1[C@H](c2ccc(C3=CCCC3)cc2)[C@@H](CO)N1C(=O)C1CC1	nt	14.6	-0.5	nt	3.3	8.7	nt
CC(=O)c1cccc(NC(=O)c2cc(S(=O)(=O)N3CCOCC3)cs2)c1	2.3	-9.7	-5.8	-2.9	-3.2	-13.5	-8.3
CC(=O)Nc1ccc(SCC(=O)NC(=O)c2ccccc2Br)cc1	1.8	-6.6	-4.7	-5.3	-6.0	1.2	-6.6
CN1CCN(C(=O)C[C@@H]2CC[C@@H]3[C@H](COC[C@H](O)CN3Cc3cccc(-c4ccncc4)c3)O2)CC1	1.7	0.3	-6.3	-3.6	-18.9	13.7	-2.4
CN=C(c1ccco1)n1c(=S)nc(-c2ccco2)n(C)c1=S	nt	10.0	nt	nt	8.6	-2.2	nt
CC(C)CC(OC(=O)c1ccco1)C(=O)NC1CCCC1 (stereo not given)	-2.4	-0.4	-1.2	-35.6	1.3	0.6	-4.9
CC(=O)Nc1ccc(S(=O)(=O)N2CCNC(=O)C2)cc1	0.3	4.2	-6.0	-5.7	-7.7	2.8	-24.1
CN(C)/C=C/C(=O)c1ccc(F)cc1	1.7	-4.3	-14.3	8.9	-10.7	-12.0	3.4
COc1ccc(C2c3c(ncn(CCCO)c3=N)Oc3ccc4ccccc4c32)cc1 (stereo not given)	-3.6	16.2	3.0	-0.4	0.9	0.2	-6.1
O=C(Nc1ccc2c(c1)[C@H]1C[C@H](CC(=O)N3CCOCC3)O[C@H](CO)[C@H]1O2)c1ccc2c(c1)OCO2	nt	-0.1	-2.1	nt	3.2	-3.7	nt
Cc1nnc(NC(=O)c2cccc(S(=O)(=O)N(C)c3cccc(Cl)c3)c2)s1	0.2	8.0	-2.8	-7.1	11.6	3.4	-0.4
CC(C)OP(=O)(OC(C)C)C(Nc1ccccc1)c1ccc2c(c1)OCO2 (stereo not given)	nt	-6.2	4.6	nt	1.1	-0.6	nt
O=C(CSc1nc2ccccc2c(=O)[nH]1)Nc1ccc(C(=O)O)cc1	37.5*	3.8	-17.3	-0.8	-0.9	nt	1.1
COc1ccc(S(=O)(=O)NC2CCCC2)cc1Br	nt	22.3	nt	nt	-5.3	-1.6	nt
COc1ccc(NC(=O)C2CC(c3ccc(Cl)cc3)=NO2)cc1OC (stereo not given)	-1.3	7.0	16.2	-1.8	-2.9	2.4	-0.3
CCCCn1c(=O)[nH]c(=O)c2c1nc(-c1cccc(OC)c1)n2C	-5.1	-18.0	-4.5	-9.3	-1.2	1.2	-1.5
COc1ccccc1C(=O)OC(C)CN1CCN(C)CC1 (stereo not given)	-3.6	-0.7	7.6	2.9	-9.2	-3.7	-4.6
Cc1cc2nc(-c3ccc4c(c3)CCC4)ccn2n1	-5.7	nt	-60.4	-0.2	nt	-6.9	-1.0
O=C(NCCC1=CCCCC1)C(=O)NCCc1ccc(Cl)cc1	1.5	3.5	-6.6	-7.4	-5.3	9.4	-2.1
C[C@@H]1CN([C@H](C)CO)S(=O)(=O)c2ccc(/C=C/c3ccccc3)cc2O[C@H]1CN(C)Cc1cccnc1	-1.7	nt	41.9	6.1	nt	nt	2.5

4 of these compounds in another layout:
Structure,Casp6 inh,C2C12 statin,LGR2 antag,SIRT5 inh,esBAF inh,FN deposit inh,S100A4 inh HTS
CN(C)/C=C/C(=O)c1ccc(F)cc1,1.7,-4.3,-14.3,8.9,-10.7,-12.0,3.4
COc1ccc(C2c3c(ncn(CCCO)c3=N)Oc3ccc4ccccc4c32)cc1 (stereo not given),-3.6,16.2,3.0,-0.4,0.9,0.2,-6.1
O=C(Nc1ccc2c(c1)[C@H]1C[C@H](CC(=O)N3CCOCC3)O[C@H](CO)[C@H]1O2)c1ccc2c(c1)OCO2,nt,-0.1,-2.1,nt,3.2,-3.7,nt
Cc1nnc(NC(=O)c2cccc(S(=O)(=O)N(C)c3cccc(Cl)c3)c2)s1,0.2,8.0,-2.8,-7.1,11.6,3.4,-0.4

(cont.)
SMILES	Casp6 inh	C2C12 statin	LGR2 antag	SIRT5 inh	esBAF inh	FN deposit inh	S100A4 inh HTS
COC(=O)C[C@H]1CC[C@@H]2[C@H](COC[C@H](O)CN2C(=O)Nc2cccc(F)c2)O1	-0.3	-6.7	10.6	-0.1	30.1	-8.5	7.9
CCNC(=S)N/N=C(\C)c1cccc(OC)c1	1.0	14.9	-20.4	-0.1	1.2	-1.2	-2.0
S=C(N/N=C/c1ccc(Br)cc1)N1CCCCC1	-0.4	15.1	13.0	-4.0	49.6*	-5.3	-7.7
Cc1ccc(C2(CC(=O)Nc3nccs3)CCOC(C(C)C)C2)cc1 (stereo not given)	nt	3.5	13.2	nt	-5.3	1.0	nt
CC1(C)Oc2ccc3ccc(=O)oc3c2/C(=C/Nc2ccccn2)C1=O	nt	-14.7	-2.9	nt	-7.9	nt	nt
CC(=O)n1cc(N(C(=O)CCl)c2ccc([N+](=O)[O-])cc2)c2ccccc21	13.7	nt	-10.0	-3.3	nt	-4.0	6.4
COc1ccccc1/C=C/C=N/n1c(-c2ccc(F)cc2)n[nH]c1=S	-3.1	nt	16.7	-2.9	nt	3.6	1.3
CCn1c(SCC(=O)Nc2ccccc2)nnc1-c1cccs1	-3.7	7.9	-13.8	-3.2	4.6	0.3	-2.6
C[C@@H]1CN([C@@H](C)CO)C(=O)c2cc(-c3ccncc3)cnc2O[C@H]1CN(C)C(=O)c1cccc(F)c1	1.1&2.6&4.1	1.8&-12.3&19.0	-13.3&-0.8	-4.8&-8.8&-3.2	-1.3&-7.1&1.1	-2.7	6.7&8.6&-9.1
O=C(NCCCCCCCN1CCCCCCC1)C(C1CCCCC1)C1CCCCC1	-96.7	nt	20.8	-3.0	nt	3.2	0.4
CN(C)c1ccc(C(C(=O)NC2CCCC2)N(C(=O)c2csnn2)C2CC2)cc1 (stereo not given)	-2.7	45.4	-19.2	1.2	6.5	1.6	-5.9
CC1(C(=O)NS(=O)(=O)c2ccc(C#N)cc2)CCN1C(=O)CC1CCCC1 (stereo not given)	-0.4	-3.8	9.9	-0.7	1.9	1.3	4.7
COc1ccccc1OCCC(=O)OCC(=O)c1[nH]c(C)c(C(C)=O)c1C	-0.9	nt	5.3	-2.8	nt	0.8	-16.5
COC(=O)c1ccc(C23CC4(C2)[C@H](CN(Cc2cccnc2)[C@@H]4c2ccccc2)C3c2ccc(Cl)nc2)cc1 (stereo not given in full)	-2.1	3.0	-2.3	nt	-20.5	2.5	-4.6
COc1ccc(NC(=O)Nc2ccc3c(c2)C(=O)N([C@@H](C)CO)C[C@H](C)[C@H](CN(C)C(=O)NC2CCCCC2)OCCCC[C@H](C)O3)cc1	-0.4	nt	11.0	6.9	-1.6	nt	2.1
O=C(Cn1cnc2scc(-c3ccc(F)cc3)c2c1=O)N1CCOCC1	nt	-1.9	nt	nt	-4.4	-9.6	nt
CCOc1ccc(NC(=O)CN(C)C(=O)C2CSC3(C)CCC(=O)N23)cc1OCC (stereo not given)	1.7	12.8	11.3	-0.4	-1.6	2.4	2.0
CCN(CC)CCN1c2ccccc2Sc2ccc3ccccc3c21	-9.5	0.2	9.3	-4.4	-13.0	-5.0	-10.7
COc1ccc([C@H]2CC(=O)C=C(c3ccc(OC(F)(F)F)cc3)C2)cc1OC	1.0	-24.8	nt	nt	0.7	-7.4	4.6
O=C1CCCN1c1ccc(C(=O)N(Cc2nnc(-c3ccc(Cl)cc3)o2)C2CC2)cc1	-0.9	2.7	-8.3	2.0	7.2	0.6	-1.2
N#Cc1ccc(S(=O)(=O)N2CCCc3nc(-c4ccccc4)ccc32)cc1	-2.7	nt	-19.8	nt	nt	2.0	4.2
Cc1ccn2cc(-c3cccc(NS(C)(=O)=O)c3)nc2c1	1.4	nt	-34.2	-13.2	nt	-0.2	-0.3
COc1ccc(NC(=O)CCn2c(=S)[nH]c3ccccc3c2=O)cc1Cl	-0.2	-6.4	0.9	nt	-7.1	nt	-2.1
CCOC(=O)c1c(NC(=S)Nc2cccnc2)sc(C)c1C	1.7	nt	2.2	-1.3	nt	12.5	-0.3
C[C@@H]1CCCCO[C@H](CN(C)S(=O)(=O)c2ccc(F)cc2)[C@@H](C)CN([C@H](C)CO)C(=O)c2cc(NS(=O)(=O)c3cccs3)ccc2O1	-7.4	nt	-4.0	-0.6	-3.8	nt	-6.4
COCC(=O)Nc1ccc2c(c1)C(=O)N(C)[C@H]1CC[C@@H](CC(=O)OC)O[C@@H]1CO2	nt	4.5	-8.7	nt	1.1	1.4	nt
Cc1ccc(S(=O)(=O)NC[C@H]2CC[C@@H]3[C@@H](CN3Cc3cc(-c4ccccc4)on3)O2)cc1	0.1	nt	nt	9.0	nt	nt	0.9
CCCCN(C)CCN1C(=O)C2C(C(=O)Nc3cccc(OC)c3)C3C=CC2(O3)C1C(=O)NC1CCCCC1C (stereo not given)	-7.2	-8.0	-12.1	-1.4	-7.9	6.2	-6.6
COc1cccc(CN2CCNC(=O)C2CC(=O)N(C)C2CCOCC2)c1OC (stereo not given)	24.6	6.2	7.2	0.8	-6.6	-0.2	-3.1
CCC(=O)NC[C@H]1[C@@H](c2ccc(-c3cccc(F)c3)cc2)[C@@H](CO)N1C(=O)CC	nt	1.6	0.4	nt	-5.1	nt	nt
COc1ccc(NS(=O)(=O)c2ccc(OCC(=O)N3CCOCC3)cc2)cc1	nt	-5.1	-14.5	nt	-2.2	nt	nt
O=C(C[C@H]1CC[C@H](NC(=O)CCN2CCCCC2)[C@H](CO)O1)Nc1nccs1	nt	2.0	11.8	nt	-3.3	-1.9	nt
Cc1cccc(C(=O)NCC(=O)NCCSc2ccc(Br)cc2)c1	-1.1	22.9	2.0	0.0	6.3	-3.5	0.6
O=[N+]([O-])c1ccc(SNc2ccccc2)c([N+](=O)[O-])c1	0.2	nt	-3.4	-0.7	nt	-15.7	-14.6
O=S1(=O)[C@H]2C[C@@H]3CC[C@]2(CN1Cc1cccc(F)c1)O3	-2.0	10.5	0.2	nt	-2.2	-0.4	1.5
O=C(CC(F)(F)F)N1C[C@@H]2[C@H](c3ccccc31)[C@H](CO)N2C(=O)C1CC1	2.3	3.4	5.2	2.5	-3.5	14.9	6.4
CNC[C@@H]1Oc2ccc(NC(=O)C3CCCCC3)cc2CC(=O)N([C@H](C)CO)C[C@@H]1C	-0.3	28.9	-12.4	-2.2	-6.3	-1.1	1.2
O=S(=O)(O)c1cc2oc(-c3ccccc3)nc2c2ccccc12	1.7	4.5	14.7	-37.2	-4.1	1.4	6.2
Cc1cccc(C(C)C)c1NC(=O)COC(=O)CNS(=O)(=O)c1ccccc1	1.0	nt	-8.8	-4.4	nt	0.9	-2.5
CCOC(=O)[C@@H](NC(=O)CC[C@H]1O[C@@H](n2ccc(=O)[nH]c2=O)[C@H](O)[C@@H]1O)C(C)C	1.5	-0.9	-13.8	-4.9	-3.3	1.0	24.7
O=C(CSc1nnc(Cc2cc(=O)[nH]c(=O)[nH]2)n1-c1ccc(Cl)cc1)NC1CCCC1	2.9	11.7	4.7	nt	-9.8	0.9	-2.9
COc1ccc(CCNC(=O)C2CC(=O)N(c3ccc(C)cc3)C2)cc1 (stereo not given)	0.2	2.2	18.9	-6.6	-13.7	-0.1	-3.1
O=C(C[C@H]1CC[C@@H]2[C@H](COC[C@@H](O)CN2S(=O)(=O)c2cccc(F)c2)O1)NCCCN1CCOCC1	-1.4	0.3	-1.7	2.2	0.3	-5.7	-27.0
Cc1cccc2cc(CN(CCc3ccccc3)C(=O)N3CCOCC3)c3nnnn3c12	nt	-1.5	nt	nt	-3.0	0.9	nt
O=C(C[C@H]1C=C[C@H](NC(=O)Nc2ccc(F)cc2)[C@@H](CO)O1)NCCN1CCCC1	-2.6	-5.8	4.8	-1.8	0.1	-0.5	-3.5
O=C(NC1CCCCC1)C(c1ccccc1)N1CCc2ccccc21 (stereo not given)	-1.4	-8.3	3.0	-1.0	6.3	-6.7	2.6
O=C(N=C1SC2CS(=O)(=O)CC2N1Cc1ccc(Cl)cc1)C1CCCO1 (stereo not given)	-0.6	-3.6	10.1	-5.1	-1.2	-1.7	-1.8
